High-throughput results: PubChem BioAssay, NMMLSC
Bcl-2 Bim block: inhibitors of Bim-Bcl-2 binding, primary screen, biochemical, multiplexed, human Bcl-2 family; Apoptosis regulator Bcl-2 (Homo sapiens), P10415; Bead-based flow cytometry, Bim peptide-Bcl-2 binding; inhibition, % at 10 µM; 190,000 compounds, 0.06% hits; in the data active means inhibition above about 40%; inconclusive means no clear call, values can overlap the other calls;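 further: 0% = no compound wells with probe peptide and 100% = reference peptide inhibitor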
ABCB1 inh: ABCB1 efflux pump inhibitors, primary screen, cell-based, multiplex, flow cytometry, ABCG2 counter-screen; ATP-dependent translocase ABCB1 (Homo sapiens), P08183; CCRF-Adr cells, JC-1 efflux; inhibition, % at 6.6 µM; 190,000 compounds, 0.067% hits; AID 1326, 2008; in the data active means inhibition above about 40%;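 further: 0% = vehicle and 100% = reference inhibitor; higher value means more JC-1 retained so stronger ABCB1 efflux block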
RGS8-Gao: RGS8-Galphao binding modulators, primary screen, biochemical, multiplexed bead flow cytometry | actives lie on both sides | response (percent of control binding), % at 10 µM | Guanine nucleotide-binding protein G(o) subunit alpha (Homo sapiens), P09471 | 220,000 compounds, 0.34% hits; in the data active means response below about 60% or above about 140%; inactive means in between;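 further: Galphao activated as the GDP aluminium fluoride complex binding bead-coupled RGS8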
Bcl-B Bim block: inhibitors of Bim-Bcl-B binding, primary screen, biochemical, multiplexed, human Bcl-2 family | bead-based flow cytometry, Bim peptide-Bcl-B binding | AID 951, 2007 | inhibition, % at 10 µM | 190,000 compounds, 0.073% hits | Bcl-2-like protein 10 (Homo sapiens), Q9HD36;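 further: 0% = tracer peptide without compound and 100% = reference inhibitor peptide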
Target sequence (Q9HD36 whole entry, looked up): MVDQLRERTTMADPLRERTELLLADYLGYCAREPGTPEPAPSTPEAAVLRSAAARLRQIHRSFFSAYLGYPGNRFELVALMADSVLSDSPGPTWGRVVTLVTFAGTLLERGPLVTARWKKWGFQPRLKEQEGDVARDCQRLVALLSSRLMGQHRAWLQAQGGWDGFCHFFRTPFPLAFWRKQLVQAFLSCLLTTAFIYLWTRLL
Bim-Bcl-W: inhibitors of Bim binding to Bcl-W, primary screen, biochemical, multiplexed, bead-based flow cytometry | Bcl-2-like protein 2 (Homo sapiens), Q92843 | Bim peptide-Bcl-W binding | inhibition, % at 10 µM | 190,000 compounds, 0.02% hits;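 further: 0% = bound tracer without compound and 100% = peptide blocker; higher means less fluorescent Bim peptide bound to Bcl-W beads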
Target sequence (Q92843 whole entry, looked up): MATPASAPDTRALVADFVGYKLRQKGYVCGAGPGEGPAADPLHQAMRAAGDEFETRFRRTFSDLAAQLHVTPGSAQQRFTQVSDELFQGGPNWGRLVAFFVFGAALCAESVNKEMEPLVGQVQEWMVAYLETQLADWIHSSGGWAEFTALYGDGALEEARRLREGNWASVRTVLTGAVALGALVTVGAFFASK
RGS7-Gao: RGS7-Galphao binding modulators, primary screen, biochemical, multiplexed bead flow cytometry; Guanine nucleotide-binding protein G(o) subunit alpha (Homo sapiens), P09471; actives lie on both sides; binding response (% of control), % at 10 µM; 220,000 compounds, 0.35% hits; in the data active means binding response below about 49% or above about 150%; inconclusive means no clear call, values can overlap the other calls; inactive means in between;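 further: fluorescent Galphao held in activated GDP-AlF4 state binding bead-coupled RGS7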
ABCG2 block: ABCG2 efflux pump inhibitors, primary screen, multiplex with ABCB1, IgMXP3 cells, flow cytometry; Broad substrate specificity ATP-binding cassette transporter ABCG2 (Homo sapiens), Q9UNQ0; JC-1 efflux; inhibition, % at 6.6 µM; 190,000 compounds, 0.1% hits;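 active means inhibition above 80%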;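 further: 0% = DMSO and 100% = nicardipine control wells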
Target sequence (Q9UNQ0 whole entry, looked up): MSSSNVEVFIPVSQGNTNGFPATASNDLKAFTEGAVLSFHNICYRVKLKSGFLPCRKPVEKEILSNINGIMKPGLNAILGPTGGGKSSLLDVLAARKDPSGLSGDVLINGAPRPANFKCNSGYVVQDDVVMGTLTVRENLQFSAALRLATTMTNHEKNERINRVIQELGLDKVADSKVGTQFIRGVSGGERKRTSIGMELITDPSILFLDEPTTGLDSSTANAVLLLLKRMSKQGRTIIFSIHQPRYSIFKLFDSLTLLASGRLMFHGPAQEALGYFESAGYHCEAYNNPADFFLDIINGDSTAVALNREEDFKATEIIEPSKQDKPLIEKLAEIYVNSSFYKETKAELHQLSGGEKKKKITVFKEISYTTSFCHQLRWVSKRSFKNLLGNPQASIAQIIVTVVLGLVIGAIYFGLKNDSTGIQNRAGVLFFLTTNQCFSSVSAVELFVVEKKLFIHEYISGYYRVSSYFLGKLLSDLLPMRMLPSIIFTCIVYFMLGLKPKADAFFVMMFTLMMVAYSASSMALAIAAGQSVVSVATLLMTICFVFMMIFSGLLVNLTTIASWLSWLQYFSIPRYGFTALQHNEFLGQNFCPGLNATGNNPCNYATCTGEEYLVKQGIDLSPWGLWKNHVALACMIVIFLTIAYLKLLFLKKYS
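Test system: ABCG2 IgMXP3 and barcoded ABCB1 CCRF-Adr cell mix; Schedule: cells with compound and JC-1, 10 min at 25 °C, rotating, no wash; Technique: flow cytometry of retained JC-1 fluorescence; Measure: % inhibition of efflux relative to nicardipine and DMSO; Controls: nicardipine high and DMSO low controls.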
RGS4-Gao reg: modulators of RGS4 binding to Galphao, primary screen, biochemical, multiplexed bead flow cytometry; actives lie on both sides; 220,000 compounds, 0.33% hits; binding response (% of control), % at 10 µM; Guanine nucleotide-binding protein G(o) subunit alpha (Homo sapiens), P09471; in the data active means binding response below about 49% or above about 150%; inactive means in between;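 further: fluorescent Galphao activated with aluminum fluoride binding bead-coupled RGS4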
Bfl-1 Bim block: inhibitors of Bim binding to Bfl-1, primary screen, biochemical, multiplexed, bead-based flow cytometry. 190,000 compounds, 0.12% hits. Bcl-2-related protein A1 (Homo sapiens), Q16548. AID 1008, 2008. Bim-Bfl-1 binding inhibition. inhibition, % at 10 µM;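 further: 0% = wells without compound plus tracer and 100% = blocker peptide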
GSH bead fluor: compound fluorescence on glutathione beads, profiling panel, artefact control, biophysical, 488/530 nm, flow cytometry | 190,000 compounds, 0.25% hits | AID 1776, 2009 | fluorescence (KMESF) at 10 µM | GSH beads flow cytometry, compound fluorescence 488/530 nm; stronger effect = higher value; in the data active means fluorescence above about 89;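 further: glutathione beads carrying GST-tagged Bcl family fusion proteins plus one bare bead set; values are compound well signal with DMSO vehicle wells as background; inactives centre near 16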
Bcl-XL Bim block: inhibitors of Bim-Bcl-XL binding, primary screen, biochemical, multiplexed, bead flow cytometry, human Bcl-XL. inhibition, % at 10 µM. Bcl-2-like protein 1 (Homo sapiens), Q07817. Bim peptide-Bcl-XL binding, fluorescence. 190,000 compounds, 0.04% hits. AID 1007, 2008
Numbers without * were called inactive; ? = inconclusive. Unless noted, no stated cut-off is given here; in the data, active means inhibition above about 40%. Rows are unselected; overall some 1.1% were active at least once.

SMILES | Bcl-2 Bim block | ABCB1 inh | RGS8-Gao | Bcl-B Bim block | Bim-Bcl-W | RGS7-Gao | ABCG2 block | RGS4-Gao reg | Bfl-1 Bim block | GSH bead fluor | Bcl-XL Bim block
Cc1[nH]nc2c1C(c1cc(Br)cs1)C(C#N)=C(N)O2 (stereo not drawn) | -3 | 0.5 | 76 | -10 | -4 | 99 | 7 | 94 | -1 | 11 | -8
CCS(=O)(=O)N1CCC(C(=O)N2CCOCC2)CC1 | -7 | 0.4 | 99 | -5 | 0 | 96 | 0 | 94 | -8 | 25 | -2
Cc1cccc(NC(=O)Cn2cc(C(=O)c3ccco3)c3ccccc32)c1 | -12 | -0.9 | 103 | -7 | 1 | 103 | 33 | 102 | -13 | 24 | -5
Cc1nnc(SCC(=O)c2ccc(Cl)cc2)s1 | -6 | -0.3 | 99 | -6 | -7 | 104 | 15 | 101 | -4 | 12 | -4
O=C(N=Nc1c(O)[nH]c2ccccc12)c1cccs1 | -3 | 0.4 | 101 | 1 | 2 | 98 | 6 | 99 | -4 | 6 | 3
COC(=O)Nc1ccc(S(=O)(=O)N2CCCc3cccc(O)c32)cc1 | 1 | 0.0 | 104 | -5 | 0 | 99 | 0 | 100 | -7 | 8 | -3
CCc1ccc(NCCC(=O)c2ccc(Br)cc2)cc1 | 0 | -0.1 | 101 | -5 | -2 | 100 | -3 | 102 | -3 | 28 | -9
CCSc1nnc(NC(=O)C(C(F)(F)F)C(F)(F)F)s1 | -4 | 0.3 | 101 | -1 | -3 | 94 | 1 | 93 | -4 | 4 | -2
C=CCNC(=S)Nc1ccc(Cl)cc1 | -1 | 0.1 | 101 | -2 | 0 | 107 | 2 | 107 | -3 | 14 | -1
CCC1(c2ccccc2)NC(=S)N(c2cccc(C)c2C)N1 (stereo not drawn) | -2 | -0.6 | 94 | -17 | -2 | 98 | -2 | 96 | -2 | 10 | -9
COc1cccc(CN=c2c([N+](=O)[O-])nn(-c3ccccc3C)n2O)c1 | -3 | 0.6 | 97 | -5 | -3 | ? | 9 | 101 | -8 | 17 | -1
Cc1cccc(-n2nnc(C(=O)NCc3ccccn3)c2N)c1 | 1 | -6.3 | 95 | 1 | 2 | 87 | -3 | 85 | -1 | 28 | 1
CN1CCN(C2=Cc3cc(Cl)ccc3Sc3cc(F)ccc32)CC1 | 1 | -0.9 | 90 | -9 | -6 | 97 | -2 | 96 | 1 | 16 | -6
O=C(O)c1cccn2c(=O)c3ccccc3nc12 | -12 | -0.3 | 102 | -5 | 2 | 98 | 31 | 97 | -12 | 15 | -6
O=S(=O)(NCCc1csc(-c2ccccc2)n1)c1ccc2c(c1)OCCO2 | -1 | 0.7 | 98 | -1 | -2 | 91 | 2 | 92 | -1 | 25 | -1
COC(=O)c1cc(C#N)c(NCc2ccc(Cl)cc2Cl)nc1C | 1 | -0.2 | 96 | 4 | 2 | 99 | 0 | 101 | 4 | 31 | 0
CC1(C(=O)CSc2ncn[nH]2)CCC(=O)O1 (stereo not drawn) | -2 | 0.1 | 104 | -9 | -5 | 123 | 2 | 113 | 0 | 9 | -5
CCOC(=O)c1c(NC(=O)C[n+]2ccccc2)sc2c1CCCC2 | 3 | 0.3 | 99 | 0 | 1 | 101 | 9 | 99 | -2 | 19 | 0
CCN(CC)S(=O)(=O)c1cc(OCC(N)=O)c(C)cc1Cl | -21 | -0.2 | 97 | -14 | -3 | 99 | -1 | 99 | -5 | 13 | -8
CCCNC(=O)c1ccccc1NC(=O)COc1ccc(OC)cc1 | -12 | 0.5 | 101 | -6 | 2 | 96 | 5 | 96 | -8 | 11 | -4

Complete entries as entered above.
COc1cccc(CN=c2c([N+](=O)[O-])nn(-c3ccccc3C)n2O)c1 is entered as Bcl-2 Bim block = -3; ABCB1 inh = 0.6; RGS8-Gao = 97; Bcl-B Bim block = -5; Bim-Bcl-W = -3; RGS7-Gao = ?; ABCG2 block = 9; RGS4-Gao reg = 101; Bfl-1 Bim block = -8; GSH bead fluor = 17; Bcl-XL Bim block = -1
CCSc1nnc(NC(=O)C(C(F)(F)F)C(F)(F)F)s1 is entered as Bcl-2 Bim block = -4; ABCB1 inh = 0.3; RGS8-Gao = 101; Bcl-B Bim block = -1; Bim-Bcl-W = -3; RGS7-Gao = 94; ABCG2 block = 1; RGS4-Gao reg = 93; Bfl-1 Bim block = -4; GSH bead fluor = 4; Bcl-XL Bim block = -2

The listing continues:
SMILES | Bcl-2 Bim block | ABCB1 inh | RGS8-Gao | Bcl-B Bim block | Bim-Bcl-W | RGS7-Gao | ABCG2 block | RGS4-Gao reg | Bfl-1 Bim block | GSH bead fluor | Bcl-XL Bim block
O=C(Cc1cccs1)N(c1ccc(Cl)cc1)C1C=CS(=O)(=O)C1 (stereo not drawn) | -4 | 0.1 | 102 | -7 | -1 | 102 | 0 | 102 | -9 | 5 | -7
CC(C)C(=O)Nc1nnc(SCC(=O)Nc2ccc3c(c2)OCCO3)s1 | -1 | 0.7 | 103 | -4 | -4 | ? | 13 | 102 | -4 | 18 | -3
Cn1cnnc1SCC(=O)Nc1ccc2c(c1)CCC2 | -3 | 0.3 | 86 | -2 | 5 | 84 | 2 | 80 | -1 | 21 | -2
CN1CCN(c2ccc(Cl)cc2NC(=O)/C=C/c2ccc(F)cc2)CC1 | 0 | 3.6 | 101 | -1 | 0 | ? | 9 | 103 | -2 | 16 | 0
Cc1cc(C)cc(CSCC(=O)NN=C2CCCCCC2)c1 | -4 | 8.2 | 101 | -5 | -3 | 102 | 10 | 102 | 0 | 34 | -9
CN(CC(=O)Nc1ccc(N2CCOCC2)cc1)C(=O)CC(c1ccccc1)c1ccccc1 | 0 | -1.4 | 98 | 1 | 0 | 97 | 5 | 100 | -1 | 12 | 1
CCC1CCc2c(c3ccccc3[nH]c2=O)O1 (stereo not drawn) | -2 | 0.1 | 103 | 0 | -2 | 99 | 2 | 102 | 0 | 8 | 2
CCOC(=O)C1C(=O)OC(C)(C)C1C(C)C(=O)c1ccccc1 (stereo not drawn) | -3 | 0.6 | 120 | -1 | -5 | 111 | 1 | 109 | 0 | 63 | -8
CCOC(=O)COn1c(SCC(=O)OCC)nc2ccccc2c1=O | 0 | 0.6 | 101 | 1 | -1 | 101 | 8 | 107 | 0 | 16 | 0
Cc1nnc(NC(=O)c2ccc3c(c2)C(=O)N(CCC(C)C)C3=O)s1 | -2 | 0.0 | 101 | -4 | 0 | 103 | 0 | 103 | -10 | 20 | -1
C=CCn1c(=O)c2c3c(sc2n2c(Nc4ccc(C(=O)OCC)cc4)nnc12)CCCC3 | 0 | 3.3 | 100 | 1 | 6 | 99 | 5 | 101 | -3 | 5 | -3
O=C(CNC(=O)c1ccc(-c2ccccc2)cc1)OCc1c(F)cccc1Cl | 1 | -2.0 | 105 | -4 | -1 | 106 | -6 | 108 | 0 | 22 | -3
CCOC(=O)NC(=O)C(=CNc1ccccc1C)C(=O)NC(=O)OCC | 3 | -0.3 | 101 | -1 | -2 | 102 | 1 | 102 | 2 | 13 | -2
Cc1ccc(C(=O)N(c2ccccc2)C2CC(C)N(C(=O)c3ccco3)c3ccccc32)cc1 (stereo not drawn) | -11 | 14 | 104 | -21 | -1 | 103 | 4 | 104 | -9 | 23 | -9
COCC(C)NC(=O)c1cc(-c2ccc(O)cc2)on1 (stereo not drawn) | -5 | 0.4 | 103 | -4 | 4 | 109 | 3 | 101 | -7 | 23 | -2
COCCCn1c(SCC(=O)NC(C)(C)C)nnc1-c1ccccc1 | 1 | 0.9 | 102 | 1 | 0 | 100 | 3 | 99 | -3 | 28 | 0
COC(=O)C1=CNC=C(C(=O)OC)C1c1cccc(OC)c1 | -4 | 0.4 | 102 | -5 | 0 | 100 | 0 | 106 | -8 | 24 | -4
COC(=O)CNC(=O)CSc1nnc(C)c(=O)[nH]1 | -9 | 0.0 | 101 | -6 | -4 | 101 | 2 | 102 | -5 | 11 | -5
Cc1ccc(Cn2c(SCC(=O)N/N=C/c3ccc(C)o3)nc3ccccc32)cc1 | -6 | 0.4 | 101 | -6 | 0 | 107 | 1 | 103 | -10 | 32 | -6
CCCCCn1nc(C(=O)OCC(=O)c2c(N)n(C)c(=O)n(C)c2=O)c2ccccc2c1=O | 3 | 1.6 | 105 | 5 | 3 | 107 | 27 | 102 | -2 | 10 | 3
O=c1oc2ccccc2n1CCc1ccccc1 | -2 | 0.6 | 102 | 0 | 2 | 99 | 3 | 97 | 0 | 17 | 2
Nc1nc(N2CCCCC2)nc(N2CCCCC2)n1 | -3 | 0.4 | 100 | -6 | 4 | 102 | 2 | 102 | -16 | 12 | 0
O=C(Nc1ccc(Cl)cc1)OCc1cc(-c2ccccc2)on1 | -10 | -0.1 | 104 | -5 | 2 | 101 | 1 | 102 | -13 | 13 | 0
Cc1nc2ccccc2c2nc(NC(=O)C(F)(F)F)nn12 | 2 | 0.5 | 104 | 0 | 1 | 110 | 1 | 108 | -4 | 24 | 1
O=C(/C(=C(\[O-])c1ccccc1)[n+]1ccc2ccccc2c1)c1ccccc1 | -5 | 0.1 | 103 | -7 | 0 | 101 | 0 | 101 | -10 | 12 | -5
COc1ccc(-n2ccc(-c3nn(-c4cccc(C(F)(F)F)c4)ccc3=O)n2)cc1 | 0 | 1.0 | 99 | -2 | 3 | 94 | 6 | 96 | 0 | 20 | 2
CCO[C@H]1OC(C(=O)N2CCOCC2)=C[C@@H](c2ccc(C(F)(F)F)cc2)[C@@H]1CCCO | -2 | -0.1 | 94 | -1 | 1 | 94 | 0 | 95 | -1 | 17 | 0
O=C(CCC(=O)Nc1ccccc1Cl)N/N=C/c1c[nH]c2ccccc12 | 0 | 0.8 | 102 | 3 | 0 | 102 | 7 | 101 | 0 | 7 | 2
c1ccc(SCCCCNC2CCCC2)cc1 | -10 | 0.5 | 102 | -13 | -6 | 98 | 2 | 98 | -17 | 21 | -10
O=C(O)CCn1c(=O)n(CCC(=O)O)c(=O)n(CCC(=O)O)c1=O | -2 | 0.2 | 88 | -4 | -1 | 91 | 1 | 92 | 2 | 9 | -1
Cc1nnc(SC(C)C(=O)Nc2c(C)n(C)n(-c3ccccc3)c2=O)n1N (stereo not drawn) | -4 | 0.4 | 101 | -7 | -2 | 102 | 26 | 101 | -5 | 9 | -4
CCOC(=O)c1c(NC(=O)/C=C/C(=O)O)sc(C)c1-c1ccc(Cl)cc1 | 0 | 0.2 | 102 | -4 | 2 | ? | 7 | 105 | -4 | 15 | 0
